Compound activity from PubChem BioAssay.
Autophagy HCS = alters autophagy in cells; MEF GFP-LC3 puncta imaging; test concentration mostly 10 µM; 190,000 compounds, 0.98% hits; AID 463193; calls only at 10 µM (by protocol);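 active = percentage of spot-positive cells more than 3 SD above its plate mean, without a fluorescence outlier flag or 80% toxicity; inconclusive = no clear call, values can overlap the other calls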;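 note: spot-positive cell cutoff set from DMSO-treated cells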
LYP phosphatase = PTPN22 lymphoid phosphatase activity blockers – biochemical, fluorescence intensity, uHTS (AID 1779); inhibition, % at 11.5 µM; hits with a dose series show IC50 in µM; 290,000 compounds, 0.054% hits; recombinant LYP phosphatase, fluorescence intensity; higher % means a stronger effect; in the data active = inhibition above about 50%;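 note: plate controls were vehicle with enzyme for no effect and no enzyme for full effect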
Dengue-2 NS5 capping = flavivirus cap methylation enzyme inhibition – biochemical, confirmation dose response, primary screen (AID 588689) | Dengue-2 NS5 methyltransferase capping enzyme assay, biochemical; higher % means a stronger effect | inhibition, % at 25 µM, or IC50 in µM where a hit was titrated | 340,000 compounds, 0.3% hits; in the data active = a potency from the dose series; inconclusive = inhibition above about 29% without an active follow-up result
AID2073 = disruptors of CaV2.2 binding to Mint1 – biochemical, HTRF (AID 2073) | HTRF protein-protein interaction, Mint1-CaV2.2; higher % means a stronger effect | inhibition, % at 20 µM; hits with a dose series show IC50 in µM | 290,000 compounds, 0.19% hits; in the data active = inhibition mostly above about 51%, no sharp cut-off; inconclusive = no clear call, values can overlap the other calls; inactive = mostly below about 53%; note: some results filed as inactive read as strong as hits
K1F lysis inhibition = inhibition of K1F phage lysis, E. coli UTI89, bacterial capsule biogenesis inhibitors, alamar blue (AID 488966); E. coli UTI89 K1F phage lysis, alamar blue, 2 h; higher % means a stronger effect; one-dose inhibition, % at 100 µM; IC50 in µM for titrated hits; 340,000 compounds, 0.02% hits;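 active = phage lysis inhibition, versus mean bacterial control, above a set limit; inconclusive = no clear call, values can overlap the other calls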;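 note: capsule biogenesis inhibitors block K1F phage lysis so surviving cells raise fluorescence; higher fluorescence means more inhibition of phage lysis; actives were called in the ten point dose series up to 300 µM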
RSV CPE inhibition = inhibition of RSV-induced cytopathic effect – HEp-2 cells, primary 10 µM value included (AID 2391); HEp-2 cells, RSV-induced CPE inhibition; higher % means a stronger effect; 310,000 compounds, 0.13% hits; CPE inhibition, % at 10 µM; hits with a dose series show IC50 in µM; in the data active = a potency from the dose series; inconclusive = CPE inhibition mostly from about 23% at the one dose, without a potency; inactive = the rest, 99 in 100 with CPE inhibition below about 21%; note: strong numbers were not always called active
WT yeast gro inh = growth inhibition of WT yeast, mitochondrial fusion screen; inhibition, % at 10 µM; mitochondrial fusion phenotypic screen, WT strain; 190,000 compounds, 2.1% hits; in the data active = inhibition above about 58%; tested in S. cerevisiae
NTR1 ag = agonists of NTR1, primary screen, imaging, U2OS cells, beta-arrestin-GFP, high content (AID 493036); P30989; NTR1-U2OS beta-arrestin-GFP spot imaging, agonist mode; activation, % at 20 µM; 330,000 compounds, 0.17% hits;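 active = activation at or above 40% of the spot to cytoplasm intensity ratio, with at least 20 cells analyzed; inconclusive = wells under 20 cells, flagged as cytotoxic or low count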;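 note: 0% = DMSO without peptide and 100% = 100 nM NTR1 peptide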
Target sequence (P30989 whole entry, looked up): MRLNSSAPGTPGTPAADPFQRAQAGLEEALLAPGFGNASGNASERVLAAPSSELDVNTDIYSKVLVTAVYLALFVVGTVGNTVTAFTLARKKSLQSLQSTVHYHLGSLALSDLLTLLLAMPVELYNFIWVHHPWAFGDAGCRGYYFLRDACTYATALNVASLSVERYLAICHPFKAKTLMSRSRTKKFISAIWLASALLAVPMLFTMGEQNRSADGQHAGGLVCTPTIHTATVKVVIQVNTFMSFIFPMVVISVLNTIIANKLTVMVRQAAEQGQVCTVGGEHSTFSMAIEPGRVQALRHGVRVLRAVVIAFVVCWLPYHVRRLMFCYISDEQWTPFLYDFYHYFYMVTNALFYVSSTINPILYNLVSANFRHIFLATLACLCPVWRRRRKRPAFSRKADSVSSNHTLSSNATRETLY
GPR35 arrestin U2OS = inhibition of zaprinast-stimulated GPR35 beta-arrestin translocation – imaging, U2OS, beta-arrestin-GFP, zaprinast agonist, primary screen (AID 2058); U2OS GPR35 beta-arrestin-GFP translocation imaging, zaprinast antagonism; higher % means a stronger effect; inhibition, % at 10 µM; hits with a dose series show IC50 in µM; 290,000 compounds, 0.052% hits;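 active = inhibition of at least 50% with at least 30 cells and total cytoplasm GFP at most 10,000,000; inconclusive = under 30 cells or total GFP of 10,000,000 plus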
WT yeast gro inh mutant strain = recorded beside WT yeast gro inh, whose call it bears; inhibition, %; mitochondrial fusion phenotypic screen, mutant strain inhibition
Autophagy HCS cell loss 18 h = also measured in Autophagy HCS; calls as there; toxicity, %; measured here: cell loss, nuclei count;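 cell loss after 18 h compound exposure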
NTR1 ag cell count 20 µM = further read-out of NTR1 ag, marked with its call; cell count; measured here: cell count, cytotoxicity flag
Active calls of the source: *; i = inactive; ? = inconclusive; / = not tested or not shown; + = active, no number; [ ] = dose if it differs, or a comment.

Fields: Autophagy HCS, AID2073, WT yeast gro inh, RSV CPE inhibition, GPR35 arrestin U2OS, WT yeast gro inh mutant strain, NTR1 ag, Autophagy HCS cell loss 18 h, NTR1 ag cell count 20 µM, K1F lysis inhibition, Dengue-2 NS5 capping, LYP phosphatase
- N#CC(C(=O)NC1CCCCC1)=C1CCCCC1
  i, 2%, -13, 0.8%, -7%, 0, 2.4, 8, 47, 3.5%[50 µM], 0%, 63%*
- Cc1nnc(NC(=O)C(C)Sc2nncn2C)s1 (centres undefined)
  i, 9%, 14, 4.8%, 2%, 8, 3.1, -1, 81, 1.5%, -3%, -6%
- CCCC(=O)Nc1nc2ccc(NC(=O)c3cccnc3)cc2s1
  i, 11%, -14, -0.4%, -5%, 0, 0.4, 25, 38, 3.4%, -1%, -4%
- COc1ccc(S(=O)(=O)NC(C)C(=O)NCc2ccncc2)cc1OC (centres undefined)
  /, -8%, /, 0.5%, 8%, /, 1.3, /, 49, 0.6%, 9%, -14%
- O=C(COC(=O)c1ncc(Cl)c(Cl)c1Cl)NC(=O)c1ccccc1
  /, /, /, 1.3%, /, /, -1.0, /, 63, 0.7%[50 µM], -4%, /
- COc1cccc(C(=O)NCC2CCCN2S(=O)(=O)c2ccccc2)c1 (centres undefined)
  /, /, /, 0.6%, /, /, 0.2, /, 52, 0.7%[50 µM], -4%, /
- Cn1c(COc2ccc(F)cc2)nnc1SCC(=O)NC1CC1
  /, 7%, /, 1.3%, -6%, /, 0.6, /, 55, 0.0%, 2%, -8%
- C/C(=N\NC(=O)c1cc2ccccc2cc1O)c1ccc(C)o1
  /, 43%, /, 3.4%, 4%, /, 0.4, /, 47, 0.3%, 34%, -4%
- Nc1n[nH]c(C2CCCCC2)n1
  i, 2%, 21, -0.2%, 22%, 18, 1.7, -23, 52, 0.2%, -5%, -7%
- O=C(Nc1ccc(O)cc1)c1ccc2c(c1)C(=O)N(N1C(=O)c3ccccc3C1=O)C2=O
  /, 8%, /, 1.9%, -12%, /, 0.1, /, 50, -0.3%, 3%, -1%
- CCOc1ccc(N2C(=O)c3cccnc3C2Nc2ccc(OC)cc2)cc1 (centres undefined)
  i, -18%, 5, /, -6%, -8, -0.2, -47, 72, 0.8%, -3%, -5%
- O=S1(=O)CCOC[C@H](CC2CCCCC2)N1Cc1cccc(F)c1
  /, 13%, /, -2.5%, 2%, /, 5.8, /, 51, -2.9%, 2%, -3%
- COC(=O)c1cccc(S(=O)(=O)N(Cc2ccco2)Cc2cc3cc(OC)ccc3[nH]c2=O)c1
  i, 15%, 2, -1.5%, 2%, 3, 5.4, 9, 81, -0.3%, 0%, 1%
- O=C(CN1CCCC1)N1c2ccccc2C=Cc2ccccc21
  i, -5%, -10, 0.5%, 1%, -7, 1.0, 0, 33, -0.1%, -7%, -6%
- COc1ccc(-n2c(COc3cccc4ccccc34)nnc2SC(C)C(=O)O)cc1 (centres undefined)
  i, 12%, 11, 0.4%, -3%, 2, -0.3, 9, 49, -3.6%, -3%, 3%
- Cc1cc(Nc2ccccc2)n2nc(C)c(-c3ccccc3)c2n1
  /, 16%, /, 1.8%, 11%, /, 8.5, /, 42, 0.1%, 4%, 0%
- COc1ccccc1C(=O)NNC(=O)c1cccc(Cl)c1
  +, -10%, -7, 1.6%, 3%, -18, -1.5, 6.6*, 87, 0.0%, -7%, -6%
- CCCC(C(=O)NC1CCCC1)N(Cc1cccs1)C(=O)c1snc(C(N)=O)c1N (centres undefined)
  i, 12%, 7, -1.0%, 1%, 1, 0.9, 7, 75, 6.2%, 6%, 1%
- C=CCN1CCc2cc(O)c(O)cc2C(c2ccccc2)C1 (centres undefined)
  /, /, /, -1.2%, /, /, -0.3, /, 48, -2.7%, -2%, /
- O=C(Nc1ccccc1)Nc1ccc2snnc2c1
  i, 15%, 39, 5.1%, 9%, 4, 2.2, 30, 46, 0.5%, -11%, 3%
- Fc1ccccc1CSc1nc2ncccc2[nH]1
  i, -7%, 5, 2.6%, 3%, 11, -0.3, 4, 46, 0.1%, -8%, 1%
- Cc1ccc(C)c(NS(=O)(=O)c2cc(C(=O)NCCC3=CCCCC3)ccc2C)c1
  i, -5%, 7, -0.4%, -6%, 8, 7.8, -30, 41, 0.0%, -1%, 8%
- Cc1ccc(N2C(=O)CC(Sc3nc(-c4ccccc4)c4cc(Cl)ccc4n3)C2=O)c(C)c1 (centres undefined)
  i, 22%, 11, 1.2%, 26%, 19, 6.3, 11, 51, 1.6%[50 µM], -1%, 2%
- Cc1ccc(NC(=O)NC(=O)CSc2nnnn2C)c(C)c1
  i, -8%, 10, 0.2%, 10%, 15, 1.4, 2, 82, 6.2%, -2%, -7%
- COC(=O)c1cccnc1-n1c(=O)c2cccnc2n(Cc2ccc([N+](=O)[O-])cc2)c1=O
  i, -3%, 0, 5.4%, -11%, 10, 3.3, 10, 56, -0.1%, -4%, -4%
- COc1ccc(S(=O)(=O)N2CCCC2CNC(=O)C(=O)NCc2ccccc2)cc1 (centres undefined)
  /, /, /, 2.1%, /, /, 1.2, /, 55, 1.2%[50 µM], 8%, /
- Cc1ccnc(NC(=O)CCC(=O)c2cc(C)sc2C)c1
  /, /, /, 1.1%, /, /, -0.5, /, 43, 0.5%[50 µM], -11%, /
- NCCSC1CC(=O)N(c2ccc(Cl)c(Cl)c2)C1=O (centres undefined)
  /, 12%, /, 2.1%, 11%, /, 1.1, /, 53, -0.1%, 5%, -8%
- CCNC(=O)NC(=O)C(C)Oc1ccc(Br)cc1Br (centres undefined)
  i, -1%, 4, -0.7%, -11%, -14, 2.3, -16, 49, -0.7%, -4%, -9%
- CCC1(c2ccc(Cl)cc2)NC(=O)N(Cc2ccc(C(=O)OC)cc2)C1=O (centres undefined)
  i, -20%, 24, 20%, -8%, 12, 7.0, -5, 56, -0.3%, -8%, -3%
- CCCNCc1cc(OC)c(OCC(=O)Nc2ccccc2)cc1Br
  i, -8%, -15, -0.2%, -12%, 5, 0.0, -10, 49, 0.2%, 0%, -6%
- COc1cc(C(=O)NNC(=S)NC(=O)c2ccccc2C)cc(OC)c1OC
  i, -12%, -25, -0.3%, 14%, -27, 1.8, 18, 45, ?, -4%, -1%
- Cc1ccc(Oc2nc(CN3CCOCC3)nc3sc4c(c23)CCC(C)C4)cc1C (centres undefined)
  i, 10%, 65*, -1.9%, -10%, 21*, 12, 16, 79, 1.2%[50 µM], -5%, -2%
- [O-][n+]1ccccc1SCc1ccccc1
  /, /, /, 1.6%, /, /, -4.8, /, 97, 0.5%, -4%, /
- O=C(CN1CCOCC1)n1c2c(c3ccccc31)CCCC2
  i, -14%, -15, 4.2%, 6%, -7, -0.4, 13, 57, -0.2%, -11%, -4%
- CC12CCC(=O)N1C(C(=O)OCC(=O)Nc1sccc1C#N)CS2 (centres undefined)
  i, 12%, 16, 1.7%, 3%, 20, 0.0, 0, 68, 0.2%, 2%, -9%
- CC(=O)c1cccc(NC(=O)c2cccc3ccccc23)c1
  /, 3%, /, 1.4%, -10%, /, -0.3, /, 59, 0.1%, -2%, -6%
- CC(C)=Nc1ccccc1C1COC(=O)C1=N (centres undefined)
  i, 38%, -15, 0.6%, -15%, -2, -0.7, -9, 75, 0.9%[50 µM], 0%, -2%
- CCO[C@@H]1OC(C(=O)NCc2ccccc2)=C[C@H](C)[C@H]1CCCO
  i, 4%, -13, -0.7%, 11%, 2, -0.7, 10, 69, 0.5%, 1%, -7%
- CC(=O)c1cc(CN2CCC(C(=O)Nc3cccc(-c4cscn4)c3)CC2)cs1
  /, 14%, /, ?, -7%, /, 9.5, /, 53, 0.8%[50 µM], -9%, -8%

5 compounds from above, sorted by molecular weight, lowest first:
Fields: Autophagy HCS, AID2073, WT yeast gro inh, RSV CPE inhibition, GPR35 arrestin U2OS, WT yeast gro inh mutant strain, NTR1 ag, Autophagy HCS cell loss 18 h, NTR1 ag cell count 20 µM, K1F lysis inhibition, Dengue-2 NS5 capping, LYP phosphatase
- CC(C)=Nc1ccccc1C1COC(=O)C1=N (centres undefined)
  i, 38%, -15, 0.6%, -15%, -2, -0.7, -9, 75, 0.9%[50 µM], 0%, -2%
- Fc1ccccc1CSc1nc2ncccc2[nH]1
  i, -7%, 5, 2.6%, 3%, 11, -0.3, 4, 46, 0.1%, -8%, 1%
- O=C(CN1CCOCC1)n1c2c(c3ccccc31)CCCC2
  i, -14%, -15, 4.2%, 6%, -7, -0.4, 13, 57, -0.2%, -11%, -4%
- C/C(=N\NC(=O)c1cc2ccccc2cc1O)c1ccc(C)o1
  /, 43%, /, 3.4%, 4%, /, 0.4, /, 47, 0.3%, 34%, -4%
- Cn1c(COc2ccc(F)cc2)nnc1SCC(=O)NC1CC1
  /, 7%, /, 1.3%, -6%, /, 0.6, /, 55, 0.0%, 2%, -8%

Next records
Fields: Autophagy HCS, AID2073, WT yeast gro inh, RSV CPE inhibition, GPR35 arrestin U2OS, WT yeast gro inh mutant strain, NTR1 ag, Autophagy HCS cell loss 18 h, NTR1 ag cell count 20 µM, K1F lysis inhibition, Dengue-2 NS5 capping, LYP phosphatase
- O=C(NCc1cccnc1)Nc1ccc(Br)cc1
  /, -4%, /, 0.8%, 0%, /, -0.2, /, 69, -0.4%[50 µM], -10%, -15%
- COc1cc2c(cc1OC)C(c1ccc(Cl)cc1)=NCC2
  /, 19%, /, 0.9%, -11%, /, 0.3, /, 43, 1.0%, -5%, -5%
- Cn1c(Cc2cccs2)nnc1SCC(=O)Nc1ccc(C(N)=O)cc1
  /, /, /, -1.0%, /, /, 0.7, /, 43, 1.2%[50 µM], 6%, /
- O=C(COC(=O)c1cccc2ccccc12)NCCCc1ccccc1
  i, -2%, -3, 0.5%, 0%, -15, 1.7, 11, 36, 3.9%, -1%, -9%
- CN1c2ccccc2C(O)=C(C(=S)Nc2ccc(F)c(Cl)c2)S1(=O)=O
  i, 36%, 13, 6.9%, 7%, 33, 1.7, 7, 91, -0.1%, 12%, 1%
- Cc1nn(Cc2ccccc2)c2c1C(c1cccc(Cl)c1)C(C#N)=C(N)O2 (centres undefined)
  i, 18%, 14, 2.5%, -11%, 13, 5.9, 19, 51, 1.2%, >100µM*, -6%
